# From PubChem
# T cruzi HTS: inhibitors of intracellular Trypanosoma cruzi, primary screen, cell-based, plate reader, single point, set 2; intracellular Trypanosoma cruzi in host cells; activity score (inhibition), % at 5.01 µM; 22,000 compounds, 4.9% hits; in the data active = activity score above about 55%;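 note: parasites and compound incubated about four days before reading; 0% = median of neutral control wells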
# INS-1E rescue: protection of INS-1E cells from cytokine death, primary screen, ATP luminescence, single point; 20,000 compounds, 0.1% hits; INS-1E cytokine-induced death, 48 h; normalised: neutral wells 0, positive control 100; protection from cytokine-induced ATP loss, % at 10 µM;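 active = mean replicate protection from cytokine-induced ATP loss at least 50% and at least 75% of replicates each reaching 50%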
#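 assay system = INS-1E rat insulinoma cells | amount = 8000 cells per well | medium = phenol-red-free RPMI with 5% fetal bovine serum | doses = one compound concentration, pin transfer | timing = 48 h cytokine plus compound treatment, 10 min reagent incubation | also added = IL-1β, TNF-α and IFN-γ cytokine mix | signal = CellTiter-Glo luminescence measuring cellular ATP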
# Starred values were filed as active, the others as inactive; / = not tested or not shown.
1. CNC[C@@H]1Oc2c(NC(=O)c3nc4ccccc4s3)cccc2C(=O)N([C@H](C)CO)C[C@@H]1C
2. C[C@H](CO)N1C[C@H](C)[C@H](CN(C)Cc2ccncc2)OCc2cn(nn2)CCCC1=O
3. COc1ccc(S(=O)(=O)N(C)C[C@H]2Oc3ccc(NS(C)(=O)=O)cc3C(=O)N([C@H](C)CO)C[C@@H]2C)cc1
4. C[C@H]1CN([C@@H](C)CO)C(=O)Cc2cc(N(C)C)ccc2O[C@H]1CN(C)S(=O)(=O)c1ccccc1
5. C[C@@H]1CN([C@H](C)CO)C(=O)Cc2cc(NC(=O)CCN3CCOCC3)ccc2O[C@@H]1CN(C)Cc1ccc(C(=O)O)cc1
6. C[C@@H]1CN([C@@H](C)CO)C(=O)c2cc(NC(=O)C3CC3)ccc2O[C@H]1CN(C)CC1CCCCC1
7. C[C@@H]1CCCCO[C@@H](CN(C)S(=O)(=O)c2ccc(F)cc2)[C@@H](C)CN([C@H](C)CO)C(=O)c2cc(NC(=O)Nc3ccc(F)cc3)ccc2O1
8. C[C@@H]1CN([C@H](C)CO)C(=O)c2cccc(NC(=O)Nc3ccccc3)c2O[C@H]1CN(C)Cc1ccc(Oc2ccccc2)cc1
9. CNC[C@@H]1Oc2c(NS(=O)(=O)c3ccc(Cl)cc3)cccc2C(=O)N([C@@H](C)CO)C[C@H]1C
10. C[C@H](CO)N1C[C@H](C)[C@H](CN(C)C(=O)NC2CCCCC2)Oc2c(NC(=O)c3ccncc3)cccc2C1=O

assay / compound	1	2	3	4	5	6	7	8	9	10
T cruzi HTS	-8	-20	2	-14	-6	-15	2	34	-30	51
INS-1E rescue	-4	7	4	10	1	-3	-2	-20	13	6

# The closing four compounds of the section above are carried over, then new ones follow.
7. C[C@@H]1CCCCO[C@@H](CN(C)S(=O)(=O)c2ccc(F)cc2)[C@@H](C)CN([C@H](C)CO)C(=O)c2cc(NC(=O)Nc3ccc(F)cc3)ccc2O1
8. C[C@@H]1CN([C@H](C)CO)C(=O)c2cccc(NC(=O)Nc3ccccc3)c2O[C@H]1CN(C)Cc1ccc(Oc2ccccc2)cc1
9. CNC[C@@H]1Oc2c(NS(=O)(=O)c3ccc(Cl)cc3)cccc2C(=O)N([C@@H](C)CO)C[C@H]1C
10. C[C@H](CO)N1C[C@H](C)[C@H](CN(C)C(=O)NC2CCCCC2)Oc2c(NC(=O)c3ccncc3)cccc2C1=O
11. CC(C)NC(=O)Nc1ccc2c(c1)CC(=O)N([C@H](C)CO)C[C@@H](C)[C@H](CN(C)S(=O)(=O)c1ccc(Cl)cc1)O2
12. C[C@H]1CN([C@@H](C)CO)C(=O)Cc2cc(NC(=O)Nc3ccc4c(c3)OCO4)ccc2O[C@H]1CN(C)C(=O)Nc1ccc(C(F)(F)F)cc1
13. COc1ccc(NC(=O)N(C)C[C@@H]2Oc3ccc(NS(C)(=O)=O)cc3CC(=O)N([C@H](C)CO)C[C@@H]2C)cc1
14. C[C@@H]1CN([C@@H](C)CO)C(=O)Cc2cc(NC(=O)Nc3ccccc3)ccc2O[C@@H]1CN(C)C(=O)Nc1ccc(F)cc1
15. CC(C)NC(=O)Nc1cccc2c1O[C@H](CN(C)Cc1ccc(C(=O)O)cc1)[C@H](C)CN([C@H](C)CO)C2=O
16. Cc1ccc(S(=O)(=O)N(C)C[C@@H]2Oc3ccc(NC(=O)CCCN(C)C)cc3C(=O)N([C@@H](C)CO)C[C@@H]2C)cc1
17. Cc1noc(C)c1NC(=O)Nc1ccc2c(c1)C(=O)N([C@H](C)CO)C[C@H](C)[C@@H](CN(C)S(=O)(=O)c1ccc(Cl)cc1)O2
18. C[C@@H]1CN([C@@H](C)CO)C(=O)c2cc(NS(=O)(=O)c3ccc(F)cc3)ccc2O[C@@H]1CN(C)Cc1ccc(C(=O)O)cc1
19. CC(C)NC(=O)N(C)C[C@H]1Oc2ccc(NC(=O)C3CC3)cc2CC(=O)N([C@@H](C)CO)C[C@H]1C
20. C[C@@H]1CN([C@H](C)CO)C(=O)c2cccc(N(C)C)c2O[C@@H]1CN(C)Cc1ccc(Cl)c(Cl)c1

assay / compound	7	8	9	10	11	12	13	14	15	16	17	18	19	20
T cruzi HTS	2	34	-30	51	-15	7	-39	-6	-27	1	0	-5	-7	-13
INS-1E rescue	-2	-20	13	6	7	5	15	8	13	5	9	-5	4	1

21. C[C@H]1CN([C@@H](C)CO)C(=O)Cc2cc(NC(=O)Nc3ccc(F)cc3)ccc2O[C@@H]1CN(C)Cc1ccc(Oc2ccccc2)cc1
22. Cc1noc(C)c1S(=O)(=O)Nc1cccc2c1O[C@H](CN(C)Cc1ccc(C(F)(F)F)cc1)[C@H](C)CN([C@H](C)CO)C2=O
23. C[C@@H]1CN([C@H](C)CO)C(=O)c2cccc(NS(=O)(=O)c3ccc(Cl)cc3)c2O[C@@H]1CN(C)S(C)(=O)=O
24. COc1ccc(S(=O)(=O)Nc2ccc3c(c2)CC(=O)N([C@@H](C)CO)C[C@H](C)[C@H](CN(C)CC2CCCCC2)O3)cc1
25. C[C@@H]1CN([C@H](C)CO)C(=O)c2cc(NC(=O)C3CCCCC3)ccc2O[C@@H]1CN(C)Cc1ccc(C(F)(F)F)cc1
26. C[C@H](CO)N1C[C@H](C)[C@H](CN(C)Cc2ccc(C(F)(F)F)cc2)Oc2ccc(NS(=O)(=O)c3ccc(F)cc3)cc2C1=O
27. Cc1noc(C)c1NC(=O)N(C)C[C@@H]1OCCCC[C@@H](C)Oc2ccc(NC(=O)NC(C)C)cc2C(=O)N([C@H](C)CO)C[C@@H]1C
28. C[C@H](CO)N1C[C@H](C)[C@@H](CN(C)S(=O)(=O)c2ccc(F)cc2)Oc2ccc(NC(=O)NC3CCCCC3)cc2C1=O
29. C[C@H](CO)N1C[C@H](C)[C@H](CN(C)C(=O)NC2CCCCC2)Oc2ccc(NC(=O)C3CC3)cc2C1=O
30. Cc1cc(C(=O)Nc2cccc3c2O[C@@H](CN(C)S(=O)(=O)c2cccs2)[C@H](C)CN([C@@H](C)CO)C3=O)n(C)n1

assay / compound	21	22	23	24	25	26	27	28	29	30
T cruzi HTS	70*	5	-12	22	2	-7	-1	5	-1	-11
INS-1E rescue	-25	1	2	14	-4	-5	3	3	-6	-5

31. C[C@@H]1CN([C@H](C)CO)C(=O)Cc2cc(NC(=O)C3CC3)ccc2O[C@@H]1CN(C)Cc1ccc(C(=O)Nc2ccccc2N)cc1
32. C[C@@H]1CN([C@H](C)CO)C(=O)c2cccc(NS(=O)(=O)c3ccc(Cl)cc3)c2O[C@@H]1CN(C)Cc1ccc2c(c1)OCO2
33. C[C@H](CO)N1C[C@H](C)[C@@H](CN(C)S(=O)(=O)c2ccc(Cl)cc2)Oc2ccc(NC(=O)C3CC3)cc2C1=O
34. C[C@H](CO)N1C[C@H](C)[C@H](CN(C)Cc2ccccc2)Oc2ccc(NC(=O)Cc3ccccc3)cc2C1=O
35. C[C@@H]1CCCCO[C@@H](CN(C)C(=O)Nc2ccc3c(c2)OCO3)[C@@H](C)CN([C@H](C)CO)C(=O)c2cc(NC(=O)Cc3ccccc3)ccc2O1
36. Cc1ccc(S(=O)(=O)N(C)C[C@@H]2Oc3c(NC(=O)c4nc5ccccc5s4)cccc3C(=O)N([C@H](C)CO)C[C@@H]2C)cc1
37. C[C@@H]1CN([C@@H](C)CO)C(=O)c2cc(NC(=O)C3CCCCC3)ccc2O[C@H]1CN(C)C(=O)Nc1ccccc1
38. Cc1ccc(S(=O)(=O)N(C)C[C@H]2Oc3ccc(NC(=O)Nc4ccc(F)cc4)cc3C(=O)N([C@@H](C)CO)C[C@@H]2C)cc1
39. C[C@H]1CN([C@@H](C)CO)C(=O)Cc2cc(NC(=O)C3CCCCC3)ccc2O[C@@H]1CN(C)C(=O)Nc1ccc(F)cc1
40. C[C@@H]1CN([C@@H](C)CO)C(=O)c2cccc(NC(=O)c3ccncc3)c2O[C@H]1CN(C)Cc1ccccc1

assay / compound	31	32	33	34	35	36	37	38	39	40
T cruzi HTS	50	18	17	-2	-44	81*	2	9	0	79*
INS-1E rescue	-9	-9	5	0	15	-39	-4	/	4	8

41. C[C@@H]1CN([C@H](C)CO)C(=O)Cc2cc(NS(=O)(=O)c3cn(C)cn3)ccc2O[C@@H]1CN(C)Cc1ccncc1
42. O=C(CCCCC(=O)N/N=C/c1ccc(I)cc1)NO
43. Cc1ccc(S(=O)(=O)N(C)C[C@@H]2Oc3ccc(NC(=O)NC4CCCCC4)cc3C(=O)N([C@H](C)CO)C[C@@H]2C)cc1
44. C[C@H]1CN([C@@H](C)CO)C(=O)c2cccc(NS(=O)(=O)c3ccc(F)cc3)c2O[C@@H]1CN(C)Cc1ccc(C(=O)O)cc1
45. CNC[C@H]1OCCCC[C@@H](C)Oc2ccc(NS(C)(=O)=O)cc2C(=O)N([C@H](C)CO)C[C@@H]1C
46. C[C@H](CO)N1C[C@H](C)[C@@H](CN(C)Cc2ccc(C(=O)O)cc2)OCc2cnnn2CCCC1=O
47. C[C@H]1CN([C@@H](C)CO)C(=O)c2cccc(N(C)C)c2O[C@H]1CN(C)Cc1ccncc1
48. Cc1noc(C)c1S(=O)(=O)Nc1ccc2c(c1)C(=O)N([C@H](C)CO)C[C@@H](C)[C@@H](CN(C)Cc1ccc(C(=O)Nc3ccccc3N)cc1)O2
49. C[C@@H]1CN([C@H](C)CO)C(=O)c2cc(NS(C)(=O)=O)ccc2O[C@@H]1CN(C)S(=O)(=O)c1cccs1
50. C[C@@H]1CN([C@H](C)CO)C(=O)c2cccc(NC(=O)Nc3ccc4c(c3)OCO4)c2O[C@@H]1CN(C)C(=O)Nc1ccc(C(F)(F)F)cc1

assay / compound	41	42	43	44	45	46	47	48	49	50
T cruzi HTS	-30	25	25	-17	-20	5	-8	65*	-11	22
INS-1E rescue	18	37	-11	8	5	/	0	-9	3	-20

51. Cc1noc(C)c1S(=O)(=O)Nc1ccc2c(c1)C(=O)N([C@@H](C)CO)C[C@@H](C)[C@H](CN(C)S(=O)(=O)c1cccs1)O2
52. C[C@@H]1CN([C@H](C)CO)C(=O)c2cccc(NS(=O)(=O)c3cn(C)cn3)c2O[C@@H]1CN(C)S(=O)(=O)c1cccs1
53. COc1ccc(NC(=O)N(C)C[C@@H]2Oc3ccc(NC(=O)NC4CCCCC4)cc3C(=O)N([C@@H](C)CO)C[C@@H]2C)cc1
54. C[C@@H]1CN([C@H](C)CO)C(=O)c2cccc(NC(=O)NC3CCCCC3)c2O[C@@H]1CN(C)S(=O)(=O)c1cccs1
55. COc1ccc(NC(=O)Nc2ccc3c(c2)C(=O)N([C@H](C)CO)C[C@H](C)[C@@H](CN(C)S(=O)(=O)c2ccc(Cl)cc2)O3)cc1
56. COc1ccc(S(=O)(=O)N(C)C[C@H]2Oc3ccc(NS(=O)(=O)c4ccc(F)cc4)cc3CC(=O)N([C@@H](C)CO)C[C@H]2C)cc1
57. CC(C)NC(=O)N(C)C[C@@H]1Oc2ccc(NC(=O)c3ccncc3)cc2C(=O)N([C@@H](C)CO)C[C@H]1C
58. CC(C)NC(=O)N(C)C[C@H]1Oc2ccc(NC(=O)Nc3ccc(C(F)(F)F)cc3)cc2C(=O)N([C@@H](C)CO)C[C@@H]1C
59. C[C@H]1CN([C@@H](C)CO)C(=O)c2cc(NC(=O)Nc3ccccc3)ccc2O[C@H]1CN(C)CC1CCCCC1
60. COc1ccc(NC(=O)N(C)C[C@@H]2Oc3c(NC(=O)C4CCOCC4)cccc3C(=O)N([C@@H](C)CO)C[C@@H]2C)cc1

assay / compound	51	52	53	54	55	56	57	58	59	60
T cruzi HTS	0	-19	-21	4	18	14	-14	1	11	-34
INS-1E rescue	/	7	8	7	-2	1	9	17	/	8

61. COc1ccc(NC(=O)Nc2cccc3c2O[C@H](CN(C)S(=O)(=O)c2cn(C)cn2)[C@H](C)CN([C@H](C)CO)C3=O)cc1
62. C[C@@H]1CCCCO[C@H](CN(C)CC2CCCCC2)[C@@H](C)CN([C@H](C)CO)C(=O)c2cc(NC(=O)Nc3cccc4ccccc34)ccc2O1
63. COc1ccc(S(=O)(=O)Nc2ccc3c(c2)C(=O)N([C@@H](C)CO)C[C@@H](C)[C@@H](CN(C)C(=O)NC2CCCCC2)O3)cc1
64. C[C@H]1CN([C@@H](C)CO)C(=O)Cc2cc(NC(=O)CCC(F)(F)F)ccc2O[C@H]1CN(C)Cc1ccc(C(=O)Nc2ccccc2N)cc1
65. C[C@@H]1CN([C@H](C)CO)C(=O)c2cccc(NC(=O)Nc3ccccc3)c2O[C@H]1CN(C)S(=O)(=O)c1ccccc1
66. C[C@@H]1CN([C@@H](C)CO)C(=O)c2cc(NC(=O)Cn3cnnn3)ccc2O[C@H]1CN(C)S(=O)(=O)c1ccc(Cl)cc1
67. COc1ccc(NC(=O)Nc2ccc3c(c2)C(=O)N([C@@H](C)CO)C[C@@H](C)[C@H](CN(C)S(C)(=O)=O)O3)cc1

assay / compound	61	62	63	64	65	66	67
T cruzi HTS	-10	64*	12	50	1	2	-18
INS-1E rescue	4	-33	-1	13	6	5	-2
